Screening data: PubChem BioAssay, Sanford-Burnham Center for Chemical Genomics
HKDC1 inhibitor = inhibitors of human hexokinase HKDC1. Q2TB90. recombinant HKDC1, G6PDH/diaphorase resazurin coupled fluorescence. AID 493160. inhibition, % at 20 µM. actives 0.16% (n = 340,000);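 active means inhibition above about 35% when tested at 20 µM, limit read from the data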;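 further: plate controls were DMSO wells with enzyme for no effect and DMSO wells lacking enzyme for full effect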
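Assay system – recombinant HKDC1 (HK5) hexokinase enzyme, produced in-house · Input – HKDC1 at 5 µg/mL · Reagent – glucose plus 1 mM ATP as hexokinase substrates · Timing – 90 min reaction incubation at room temperature, dark · Measured by – G6PDH/diaphorase-coupled fluorescence, 1 mM NADP, 100 µM resazurin, 525/613 nm · Benchmarks – DMSO-enzyme wells negative, buffer-substituted wells positive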
APOBEC3A inh = human APOBEC3A DNA deaminase inhibition; P31941; AID 493011; inhibition, % at 20 µM; recombinant A3A, FAM/TAMRA ssDNA deamination fluorescence; actives 0.41% (n = 330,000);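 active means at least 40% inhibition at 20 µM here, with at most 30% in a related deaminase screen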;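 further: plate controls were A3A with DMSO for no effect and wells lacking A3A enzyme for full effect; some results filed as inactive read as strong as hits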
Target sequence (P31941 whole entry, looked up): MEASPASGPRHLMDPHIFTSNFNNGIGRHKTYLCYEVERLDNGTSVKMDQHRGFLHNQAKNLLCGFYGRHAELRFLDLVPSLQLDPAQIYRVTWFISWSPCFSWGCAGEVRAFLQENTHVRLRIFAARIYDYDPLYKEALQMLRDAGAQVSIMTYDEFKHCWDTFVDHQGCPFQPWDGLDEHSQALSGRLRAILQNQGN
ATG4B inhibitor = blocks human ATG4B protease cleavage of LC3 substrate | actives 0.51% (n = 340,000) | Q9Y4P1 | AID 504462 | ATG4B cleavage of LC3-PLA2, NBD-HPC fluorescence, 1 h | inhibition, % at 8.33 µM; in the data active means inhibition above about 40%
mIAP act = increases mouse intestinal alkaline phosphatase activity; AID 2805; muIAP, CDP-Star luminescence, 30 min; stronger effect = higher value; 1 = vehicle-only enzyme signal, 0 = enzyme-free wells; actives 0.24% (n = 330,000); activation factor at 10 µM;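 active means activation factor of at least 2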; further: the source names both 10 and 20 µM as test concentration; values of inactives mirror those of a sister screen read the other way
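Assay system: mouse IAP enzyme; Reagent: CDP-Star chemiluminescent phosphatase substrate; Compound: DMSO-dissolved test compounds; Incubation: 30 min, room temperature; Technique: luminescence from enzymatic CDP-Star hydrolysis; Controls: DMSO-only wells and no-enzyme negative control.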
mIAP block = blocks mouse intestinal alkaline phosphatase. purified mouse IAP, CDP-Star luminescence, 30 min. inhibition, % at 10 µM. actives 0.2% (n = 330,000);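 active means inhibition of at least 40% at 10 µM in the primary screen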;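 further: plate controls were DMSO with enzyme for no effect and no enzyme wells for full effect; values of inactives mirror those of a sister screen read the other way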
hIAP block = blocks human intestinal alkaline phosphatase; P09923; purified IAP, CDP-Star luminescence, 30 min; inhibition, % at 10 µM; actives 0.12% (n = 330,000); AID 2544;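 active means inhibition reaching a set limit with compound at 10 µM in the primary screen, cut at about 35% in these data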;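 further: plate controls were DMSO wells with enzyme for no effect and no-enzyme buffer wells for full effect; values of inactives mirror those of a sister screen read the other way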
Target sequence (P09923 whole entry, looked up): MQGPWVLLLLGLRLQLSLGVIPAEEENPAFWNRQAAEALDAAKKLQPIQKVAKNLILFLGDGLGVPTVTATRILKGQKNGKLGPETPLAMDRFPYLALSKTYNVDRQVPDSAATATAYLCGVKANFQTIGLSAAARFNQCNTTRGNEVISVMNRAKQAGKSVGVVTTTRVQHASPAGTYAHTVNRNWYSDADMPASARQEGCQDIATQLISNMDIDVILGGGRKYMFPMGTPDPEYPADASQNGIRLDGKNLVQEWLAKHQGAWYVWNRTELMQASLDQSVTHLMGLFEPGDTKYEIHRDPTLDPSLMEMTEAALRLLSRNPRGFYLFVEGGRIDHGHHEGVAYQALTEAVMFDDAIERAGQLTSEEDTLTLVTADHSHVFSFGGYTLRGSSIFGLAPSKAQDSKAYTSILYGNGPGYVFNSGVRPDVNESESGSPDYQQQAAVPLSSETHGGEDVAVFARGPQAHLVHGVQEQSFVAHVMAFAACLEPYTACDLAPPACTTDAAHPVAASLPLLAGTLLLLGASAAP
hIAP activ = increases human intestinal alkaline phosphatase activity | P09923 | activation factor at 10 µM | actives 0.16% (n = 330,000) | purified human IAP, CDP-Star luminescence, 30 min; stronger effect = higher value; 1 = vehicle-only enzyme, 0 = enzyme-free background | AID 2524;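 active means activation factor of the enzyme at least 2-fold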; further: the source names both 10 and 20 µM as test concentration; values of inactives mirror those of a sister screen read the other way
PfG6PD inh = PfG6PD (Plasmodium falciparum) enzyme inhibition; PfGluPho enzyme, NADPH resazurin-diaphorase fluorescence; inhibition, % at 20 µM; actives 0.78% (n = 350,000); AID 504690;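 active means inhibition reaching at least a set limit at 20 µM in the primary screen, cut at about 59% in these data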;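 further: 0% = DMSO wells with substrate and 100% = DMSO wells lacking glucose-6-phosphate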
The depositor's hits bear a star.

nr | smiles | HKDC1 inhibitor | APOBEC3A inh | ATG4B inhibitor | mIAP act | mIAP block | hIAP block | hIAP activ | PfG6PD inh
1 | Cc1nc(NCCCn2ccnc2)c2oc3ccccc3c2n1 | -8 | -20 | 3 | 1 | 0 | -1 | 1 | -7
2 | O=CN/N=C/c1c(O)ccc2ccccc12 | -4 | -5 | 2 | 0.97 | 3 | -73 | 1.7 | -22
3 | CN/S(=N/S(=O)(=O)c1ccccc1)c1ccc(C)cc1 (configuration not stated) | -6 | -4 | 1 | 0.95 | 5 | -6 | 1.1 | -11
4 | COc1cccc(OCC(=O)NNC(=S)Nc2ccc(Cl)cc2Cl)c1 | -9 | -6 | -7 | 0.95 | 5 | -67 | 1.7 | -3
5 | CCN(CC(=O)Nc1ccc(C(C)=O)cc1)CC(=O)Nc1cccc(OC)c1 | -2 | 1 | -10 | 0.92 | 8 | 0 | 1 | 5
6 | CN(C(=O)c1ccc(C#N)cc1)c1nnc(-c2cnccn2)s1 | 1 | -3 | -1 | 1.1 | -10 | -5 | 1.1 | 7
7 | O=C(c1oc(=O)c2ccccc2c1-c1ccccc1)N1CCC(O)CC1 | 0 | -3 | 2 | 0.86 | 14 | 13 | 0.87 | -15
8 | Cc1[nH]nc(Nc2ccc(C(C)C)cc2)c1[N+](=O)[O-] | -1 | -4 | 20 | 0.86 | 14 | 14 | 0.86 | 19
9 | COc1cc(/C=N/NC(=O)CC#N)ccc1Oc1nc(Cl)ncc1F | 4 | -4 | 4 | 1 | 0 | -11 | 1.1 | -4
10 | COc1ccc(Cl)cc1S(=O)(=O)n1ccnc1 | -4 | -2 | -5 | 0.87 | 13 | -1 | 1 | 13
11 | O=C(N/N=C/c1cccc2ccccc12)c1cccc(F)c1 | 6 | 1 | -14 | 0.95 | 5 | 8 | 0.92 | 41
12 | Cc1cc(C)n2c(Nc3ccc4c(c3)OCCO4)c(-c3ccc(C)o3)nc2n1 | -7 | 1 | -6 | 1 | -3 | -18 | 1.2 | 16
13 | O=C(NCCc1nc2ccc(Cl)cc2[nH]1)C1CCC(=O)N(Cc2cccc(F)c2)C1 (configuration not stated) | -1 | -3 | 2 | 1 | -3 | -2 | 1 | -11
14 | O=C(COc1ccccc1Cl)Nc1ccc(CN2CCCCC2)cc1 | -4 | 5 | -5 | 0.9 | 10 | -6 | 1.1 | -1
15 | CSCCC(NC(=O)c1ccco1)C(=O)OCC(=O)N1c2ccccc2NC(=O)C1(C)C (configuration not stated) | -2 | -3 | 6 | 1.2 | -16 | -25 | 1.3 | -12
16 | Clc1cccc(Sc2ccc(-c3ccccn3)s2)c1 | -3 | -2 | -7 | 1 | -1 | -10 | 1.1 | 3
17 | CN1C(=O)c2cccc3c(S(=O)(=O)Nc4ccccn4)ccc1c23 | 1 | -4 | -3 | 1.1 | -8 | -14 | 1.1 | 22
18 | Cc1csc(CN(C)C(=O)C2CCC(=O)N(Cc3ccc(Cl)cc3)C2)n1 (configuration not stated) | 2 | -5 | -2 | 0.96 | 4 | 0 | 1 | 13
19 | Cc1cc(=O)oc2cc(OCC3CC(c4ccc(Br)cc4)=NO3)ccc12 (configuration not stated) | -14 | 1 | -8 | 0.92 | 8 | -9 | 1.1 | -5
20 | CC(=O)Nc1nc(COc2ccccc2)cs1 | -8 | 3 | 7 | 0.95 | 5 | 22 | 0.78 | -13
21 | Cc1ccc(Cl)cc1NC(=O)C(Cc1ccccc1)N1C(=O)C2C3CCC(C3)C2C1=O (configuration not stated) | -4 | 1 | 5 | 1.2 | -24 | 6 | 0.94 | -2
22 | C=CCNC(=S)NNC(=O)c1ccc2c(c1)OCO2 | 3 | -4 | 9 | 0.96 | 4 | -9 | 1.1 | -2
23 | COc1cc(OC)c2c(-c3ccccc3)cc(=O)oc2c1C(CCN1CCCC(C)C1)c1ccc2c(c1)OCO2 (configuration not stated) | 2 | -4 | 36 | 0.93 | 7 | 5 | 0.95 | 2
24 | CC(C(=O)NCc1ccc2c(c1)OCO2)N1c2cccc3cccc(c23)S1(=O)=O (configuration not stated) | 7 | -1 | -4 | 0.98 | 2 | 3 | 0.97 | 1
25 | CCN(Cc1ccccc1)C(=O)c1[nH]c2ccc(OC)cc2c1C | 4 | -2 | 4 | 0.98 | 2 | 1 | 0.99 | -21
26 | O=C(Nc1ccc(Br)c(Cl)c1)C1CC1 | 1 | -4 | -5 | 1.1 | -6 | -19 | 1.2 | 9
27 | CN1CCN(C(=S)NC(=O)c2cccc(S(=O)(=O)N(C)C)c2)CC1 | -8 | -2 | -1 | 1.1 | -8 | 6 | 0.94 | 5
28 | CCOC(=O)C1CCCN(C(=O)c2ccc(C)cc2O)C1 (configuration not stated) | -4 | 0 | -2 | 0.98 | 2 | 2 | 0.98 | -18
29 | c1coc(C2Nc3ccccc3C3OCCC23)c1 (configuration not stated) | -2 | -6 | 2 | 0.88 | 12 | -13 | 1.1 | 15
30 | Cc1ccc(S(=O)(=O)N2CCOC2C(Cl)(Cl)Cl)cc1 (configuration not stated) | -3 | 2 | 11 | 1 | -4 | 8 | 0.92 | -5
31 | C/C(CC(=O)NCc1ccco1)=N\NC(=O)Cc1ccc(Cl)cc1 | -3 | 6 | -2 | 1 | -1 | -2 | 1 | 4
32 | COc1ccc(NC(=O)/C(C#N)=C/c2c(C)nn(-c3ccc(F)cc3)c2Cl)cc1Cl | -6 | -2 | 5 | 0.87 | 13 | 9 | 0.91 | 9
33 | C/C(=N\NC(=O)c1cc2c(s1)CCC(C)C2)c1ccc[nH]1 (configuration not stated) | -6 | -1 | -6 | 0.92 | 8 | 8 | 0.92 | 2
34 | CC(C)(C)NNC(=S)Nc1cccc(C(F)(F)F)c1 | 4 | 4 | -13 | 0.97 | 3 | -6 | 1.1 | 8
35 | O=C(CN1CCN(c2ccccn2)CC1)Nc1ccc([N+](=O)[O-])cc1C(=O)Nc1ccccc1F | 1 | -2 | -7 | 0.97 | 3 | -40 | 1.4 | 1
36 | COc1ccc2nc(-c3ccccc3)cc(OC)c2c1 | -9 | -2 | 7 | 0.92 | 8 | -2 | 1 | 25
37 | CC(=O)Nc1ccc(S(=O)(=O)N2CCSC2c2ccccc2Cl)cc1 (configuration not stated) | -1 | -4 | 29 | 1.1 | -11 | -27 | 1.3 | 14
38 | O=C(O)CC(NC(=O)c1cccc([N+](=O)[O-])c1)c1ccc2c(c1)OCO2 (configuration not stated) | -4 | -1 | -4 | 1 | -3 | 0 | 1 | 7
39 | C/C(=N\Nc1ccc([N+](=O)[O-])cc1)c1ccc(-n2nncc2C(C)(C)C)cc1 | -7 | -5 | -2 | 0.86 | 14 | 10 | 0.9 | 14
40 | C[C@H](CO)N1C[C@H](C)[C@@H](CN(C)C(=O)Nc2ccccc2)Oc2ccc(NC(=O)Nc3ccccc3)cc2C1=O | 1 | -4 | -2 | 3.1* | -207 | -13 | 1.1 | 23
41 | COc1ccc(C2CC(=O)C3=C(C2)Nc2ccccc2N(C(C)=O)C3c2ccco2)cc1 (configuration not stated) | -3 | -4 | -5 | 1.1 | -12 | 0 | 1 | -5
42 | CCCCc1nc2ccccc2c(NC(=O)CN2CCCC2)c1CCC | 12 | -2 | -3 | 0.96 | 4 | 7 | 0.93 | -7
43 | COc1ccccc1C(=O)NCCn1cc(SCC(=O)Nc2cc(C)on2)c2ccccc21 | 11 | 2 | -11 | 0.99 | 0 | 1 | 0.99 | 3
44 | Cn1c(NCCCO)nc2c1c(=O)n(Cc1ccccc1F)c(=O)n2C | -3 | -1 | 0 | 0.97 | 3 | 27 | 0.73 | 2
45 | CC(=O)Nc1ccc(S(=O)(=O)NCC(=O)Nc2ccc3c(c2)OCO3)cc1 | -1 | -2 | -8 | 0.95 | 5 | 4 | 0.96 | 15
46 | Nn1c(SCc2ccccc2)nnc1-c1ccco1 | 4 | -1 | 0 | 1.1 | -9 | -6 | 1.1 | -19
47 | C/C=C/c1ccc(OCCCCn2cncn2)c(OC)c1 | -4 | -2 | -11 | 1 | -3 | 14 | 0.86 | -7
48 | CSc1ccc(-c2ccco2)nn1 | -3 | 1 | -4 | 0.98 | 2 | -1 | 1 | 5
49 | Cc1ccc(S(=O)(=O)N2CCOCC2)cc1NC(=O)COC(=O)c1ccccc1OCc1c(C)noc1C | 1 | -2 | 0 | 1 | -2 | -3 | 1 | -5
50 | Nc1nc(Br)c2c(F)cccc2c1-c1ccc(Cl)cc1 | 9 | 0 | 9 | 0.98 | 2 | 2 | 0.98 | 3
51 | Cc1ccc(S(=O)(=O)N2CCN(c3nccnc3C#N)CC2)cc1 | 5 | 2 | -1 | 0.98 | 2 | 7 | 0.93 | -17
52 | C=CCSc1nnc(-c2c[nH]c3ccccc23)n1CCOC | -9 | -1 | 2 | 0.94 | 6 | -4 | 1 | 9
53 | CCN1C(=O)N(c2ccc(Cl)cc2)C(C)=CC1(C)C | 2 | -3 | -5 | 1.1 | -11 | 1 | 0.99 | 1
54 | CCOC(=O)c1c(NC(=O)CN2CCOCC2)sc2c1CCCC2=O | -1 | -3 | -19 | 1 | -3 | -4 | 1 | 8
55 | O=c1[nH]c2ccc(Br)cc2c(-c2ccccc2)c1N1CCOCC1 | -2 | -1 | -5 | 0.98 | 2 | -11 | 1.1 | -1
56 | O=C(NCCSc1ccccc1)c1ccccc1 | -1 | 0 | 1 | 1 | -3 | -29 | 1.3 | 0
57 | COc1ccc(C2C(C#N)=C(N)OC3=C2C(=O)CC(C)(C)C3)cc1OC (configuration not stated) | 14 | -3 | -6 | 0.89 | 11 | 13 | 0.87 | -8
58 | O=C(O)[C@@H]1Cc2c([nH]c3ccccc23)C2CCC(=O)N21 (some centres not stated) | 1 | 5 | -4 | 1 | -5 | -7 | 1.1 | 14
59 | Cc1ccc(N2CCN(C(=O)c3ccccc3)CC2)c(C)c1 | 5 | -1 | 2 | 0.88 | 12 | -8 | 1.1 | -5
60 | COc1ccc(S(=O)(=O)N2CCN(Cc3cccs3)CC2)cc1OC | -3 | -4 | -4 | 0.95 | 5 | 13 | 0.87 | -5

Looked up one by one from the entries so far, 2 records:
nr | smiles | HKDC1 inhibitor | APOBEC3A inh | ATG4B inhibitor | mIAP act | mIAP block | hIAP block | hIAP activ | PfG6PD inh
34 | CC(C)(C)NNC(=S)Nc1cccc(C(F)(F)F)c1 | 4 | 4 | -13 | 0.97 | 3 | -6 | 1.1 | 8
36 | COc1ccc2nc(-c3ccccc3)cc(OC)c2c1 | -9 | -2 | 7 | 0.92 | 8 | -2 | 1 | 25

(next part)
nr | smiles | HKDC1 inhibitor | APOBEC3A inh | ATG4B inhibitor | mIAP act | mIAP block | hIAP block | hIAP activ | PfG6PD inh
61 | O=C(CSc1nc(-c2ccco2)cc(C(F)(F)F)n1)NCc1cccs1 | -9 | 2 | -7 | 0.89 | 11 | 6 | 0.94 | -8
62 | CC(CO)N1CCS(=O)(=O)CC1 (configuration not stated) | -2 | -1 | 4 | 1.1 | -7 | -1 | 1 | -2
63 | CCOc1ccc(/C(O)=C2/C(=O)C(=O)N(CC3CCCO3)C2c2ccc(C)o2)cc1 (configuration not stated) | -2 | -2 | -6 | 1.1 | -6 | -11 | 1.1 | 16
64 | O=[N+]([O-])c1cc([N+](=O)[O-])c(Oc2cccc(Cl)c2Cl)cc1NN1CCCCC1 | 5 | -6 | -5 | 0.94 | 6 | 20 | 0.8 | -6
65 | COc1ccc(/C=C(/NC(=O)c2ccccc2OC)C(=O)Nc2ccc(C(=O)O)cc2)cc1 | -7 | 6 | 2 | 0.99 | 1 | -10 | 1.1 | -2
